West Nile antiviral = West Nile virus antiviral activity, cell-based, CPE readout (AID 1621). West Nile virus-infected cells, CPE inhibition; higher % means a stronger effect. CPE inhibition, % at 10 µM; hits with a dose series show IC50 in µM. 0.02% of 290,000 active; in the data active = a potency from the dose series; inconclusive = CPE inhibition mostly from about 3.7% at the one dose, without a potency; inactive = the rest, 99 in 100 with CPE inhibition below about 2.2%; note: strong numbers were not always called active
Yfh1-depleted yeast = enhancers of respiration in Yfh1-depleted yeast, dose response, Friedreich's ataxia, plus single-dose screen (AID 1465); S. cerevisiae Yfh1-off respiration, WST-1 reduction, 72 h; higher fold induction means a stronger effect; fold induction at 50 µM; hits with a dose series show EC50 in µM; 0.074% of 220,000 active;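 active = fold induction of absorbance versus untreated yeast above a set limit, then at least 30% activation at any dose in follow-up; inconclusive = repeats straddling the limit, or above it without dose testing; inactive = fold induction below the set limit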;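 note: activators that raise dye reduction in frataxin-depleted yeast; strong numbers were not always called active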
HEK293 NOD2/NF-kB = NOD2 signaling inhibitors, cell-based, luminescence, uHTS, HEK293 (AID 1566); HEK293 NOD2/NF-kB luciferase reporter, luminescence; higher % means a stronger effect; 0.63% of 290,000 active; inhibition, % at 4 µM; hits with a dose series show EC50 in µM; note: many of its hits are not listed in these tables
KOR beta-arrestin-1 = KOR agonists, beta-arrestin recruitment, primary screen, cell-based, luminescence, uHTS (AID 1777) | Kappa-type opioid receptor (Homo sapiens) | KOR beta-arrestin recruitment, luminescence; higher % means a stronger effect | activation, % at 10 µM, or EC50 in µM where a hit was titrated | 0.02% of 280,000 active; in the data active = activation above about 50%, passing the limit was not always enough; note: a part of the inactive calls stands beside numbers as strong as those of hits
KOR beta-arrestin-2 = KOR antagonists, beta-arrestin recruitment, cell-based, luminescence, uHTS (AID 1778) | inhibition, % at 10 µM; hits with a dose series show IC50 in µM | KOR beta-arrestin recruitment, luminescence, antagonist mode; higher % means a stronger effect | Kappa-type opioid receptor (Homo sapiens) | 0.091% of 290,000 active; note: strong numbers were not always called active
HIV peptide binding = inhibitors of HIV fusion peptide binding, primary screen, biochemical, uHTS, fluorescence dequenching (AID 1986). cell-free peptide binding, fluorescence dequenching, 30 min; higher % means a stronger effect. inhibition, % at 20 µM; hits with a dose series show IC50 in µM. 0.3% of 290,000 active; in the data active = inhibition mostly above about 52%, no sharp cut-off; inactive = mostly below about 76%; note: some results filed as inactive read as strong as hits
Dengue-2 NS5 capping = Dengue-2 NS5 methyltransferase inhibitors, primary screen, biochemical, confirmation dose response (AID 588689); inhibition, % at 25 µM; hits with a dose series show IC50 in µM; 0.3% of 340,000 active; Dengue-2 NS5 methyltransferase capping enzyme assay, biochemical; higher % means a stronger effect; Genome polyprotein (Dengue virus type 2 (strain 16681-PDK53)); in the data active = a potency from the dose series; inconclusive = inhibition above about 29% without an active follow-up result
AID2073 = inhibitors of Mint1-CaV2.2 protein interaction, biochemical, HTRF (AID 2073). Voltage-dependent N-type calcium channel subunit alpha-1B (Homo sapiens). HTRF protein-protein interaction, Mint1-CaV2.2; higher % means a stronger effect. one-dose inhibition, % at 20 µM; IC50 in µM for titrated hits. 0.19% of 290,000 active; in the data active = inhibition mostly above about 51%, no sharp cut-off; inconclusive = no clear call, values can overlap the other calls; inactive = mostly below about 53%; note: some results filed as inactive read as strong as hits
NOD1 NF-kB reporter = NOD1 signaling inhibitors, primary screen, cell-based, luminescence, uHTS (AID 1578). NOD1-driven NF-kB luciferase reporter cells, luminescence; higher % means a stronger effect. inhibition, % at 4 µM, or EC50 in µM where a hit was titrated. 1% of 290,000 active; in the data active = inhibition mostly above about 36%, no sharp cut-off; inactive = mostly below about 34%;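 note: HEK-293T reporter cells stimulated with the NOD1 agonist gamma-tri-DAP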
Dengue-2 NS5 capping pilot replicate = second read-out of Dengue-2 NS5 capping, no call of its own (marks repeat the call); inhibition, %; measured here: pilot screen replicate inhibition
* marks the source's active call; other numbers are inactive results; i = inactive; u = inconclusive; x = not tested or not shown; [ ] = dose if it differs, or a comment. Cut-off read from the data, not from the text of the source, unless noted: active = inhibition above about 50%; inactive = the rest. The list is partial; the hit share may differ from the screen's.

SMILES	West Nile antiviral	Yfh1-depleted yeast	HEK293 NOD2/NF-kB	KOR beta-arrestin-1	KOR beta-arrestin-2	HIV peptide binding	Dengue-2 NS5 capping	AID2073	NOD1 NF-kB reporter	others
O=C(NCCOc1ccccc1)c1cncc(Br)c1	0.3%	i	-31%	5.6%	-21%	-0.8%	-6%	6%	-20%
Cc1noc(/C=C/N(C)C)c1S(=O)(=O)N1CCC(C(=O)NC(C)(C)C)CC1	-0.4%	x	8%	-2.8%	40%	-1.5%	-7%	-6%	-18%
CSc1ccc(C(=O)C2CCCN(Cc3cccn3-c3cccnc3)C2)cc1 (configuration not stated)	-1.5%	i	4%	-1.1%	-28%	0.7%	-3%	-3%	-16%
O=C(COc1ccccc1)Nc1ccc([N+](=O)[O-])cc1	0.5%	i	-17%	7.4%	x	0.7%	-5%	11%	-36%
Cc1cc(NC(=O)c2ccc([N+](=O)[O-])o2)ccc1NC(=O)c1ccco1	-0.8%	i	-7%	-3.3%	29%	3.6%	-3%	51%	28%
CC(=O)c1ccc(NC(=O)C(C)n2c3ccccc3c3nc(=O)cc(C)n32)cc1 (configuration not stated)	-0.3%	x	2%	2.8%	9%	0.5%	4%	13%	14%
CC1(C)N=C(c2ccc(Cl)cc2Cl)C(=O)N1	0.1%	i	-112%	-1.7%	6%	-2.2%	-8%	-3%	5%
Cc1cc2c(c(=O)n1CC1CCCO1)C(c1ccco1)C(C#N)=C(N)O2 (configuration not stated)	0.3%	i	12%	-5.8%	17%	0.7%	-7%	10%	6%
CC(C)C(OC(=O)C1=Cc2ccccc2OC1)C(=O)NC1CCCC1 (configuration not stated)	-1.2%	i	7%	-2.2%	23%	0.1%	-2%	0%	-23%
NS(=O)(=O)c1ccc(CCNC(=O)COC(=O)CCc2ccccc2)cc1	0.1%	i	20%	-0.7%	14%	-0.9%	-5%	8%	-24%
CC(C)On1c(SC(C)C)nc2ccccc2c1=O	-0.4%	i	14%	-0.7%	36%	-1.7%	-2%	-12%	-1%	Dengue-2 NS5 capping pilot replicate=2.1
NC(=O)COC(=O)CC12CC3CC(CC(C3)C1)C2	0.5%	i	-3%	2.0%	15%	0.3%	-13%	-3%	-8%
CCCc1cc(=O)[nH]c(SCC(=O)Nc2nc3ccc(OCC)cc3s2)n1	0.7%	i	-11%	x	-84%[20 µM]	0.7%	-2%	-2%	-41%
COc1ccc(NC(=O)Nc2nnc(CC(=O)Nc3ccccc3)s2)cc1	0.0%	i	9%	-1.3%	14%	-0.6%	-3%	17%	6%
CCOC(=O)c1c(NC(=O)Cn2cnc3sc(C)c(-c4ccccc4)c3c2=O)sc(C)c1C	-1.3%	i	-8%	0.4%	-2%	1.7%	-9%	-7%	2%
Cc1ccc(NC(=O)/C(C#N)=N/Nc2ccc(C(=O)O)cc2)c(C)c1	0.5%	i	7%	x	18%	-1.6%	3%	-8%	-2%
Cc1ccc(C)c(C(=O)CSc2nc(C)cc(=O)[nH]2)c1	-1.0%	x	8%	0.1%	-1%	-1.7%	-5%	1%	-33%
Fc1ccc(Cn2nnc3ccccc32)cc1	0.1%	x	4%	-2.4%	-16%	0.3%	3%	3%	-6%
Cc1c(C(=O)NCCSCc2ccc(F)cc2)cnn1-c1ccc(Cl)cc1	-0.5%	i	2%	-3.4%	32%	-1.0%	x	-2%	-7%
CC(=O)Nc1c(C)cc(S(C)(=O)=O)cc1C	-0.2%	i	8%	7.9%	16%	-0.4%	-1%	-4%	-12%
COc1ccc(NC(=O)NNC(=O)COc2ccc3cc(Br)ccc3c2)c(OC)c1	-0.3%	x	-9%	2.5%	-7%	-0.2%	-1%	33%	-15%
O=C(Nc1nnc(C(F)(F)F)s1)c1cccnc1	0.4%	i	-53%	8.2%	-80%	0.8%	-14%	6%	-23%
CC(=O)Nc1ccc(S(=O)(=O)N2CCC(c3nc4ccccc4[nH]3)CC2)cc1	0.1%	i	6%	4.7%	-69%	0.5%	-9%	0%	18%
COc1ccc(C(=S)N2CCCCCC2)cc1	0.2%	i	9%	-4.2%	-6%	4.6%	-1%	-36%	-19%
Cc1cc2nc3c(=O)n(CCc4ccccc4)c(=O)[nH]c3nc2cc1N	0.9%	i	2%	6.7%	4%	145%	u	36%	-9%
O=c1c(Cc2c(F)cccc2Cl)c(O)ccn1C1CC1	1.1%	i	3%	-5.1%	3%	-0.2%	5%	0%	-46%
CCOC(=O)C1(CC2CCCCO2)CCN(Cc2nc(-c3cccs3)oc2C)CC1 (configuration not stated)	-0.6%	i	-14%	3.5%	-23%	0.2%	2%	11%	-29%
CC(OCCN(C)C)C(=O)C12CC3CC(CC(C3)C1)C2 (configuration not stated)	-0.1%	i	24%	3.0%	15%	0.6%	x	12%	3%
Cc1cc(/C=C2/NC(=O)N(Cc3ccccc3F)C2=O)c(C)n1C(C)C	-1.0%	i	5%	5.1%	13%	1.3%	-12%	4%	-55%
CO/N=C/c1c(-c2ccccc2)nn(C)c1Cl	-0.4%	i	8%	-1.9%	9%	-1.5%	-9%	-1%	-25%

Brought forward from above: two compounds, then new ones.
SMILES	West Nile antiviral	Yfh1-depleted yeast	HEK293 NOD2/NF-kB	KOR beta-arrestin-1	KOR beta-arrestin-2	HIV peptide binding	Dengue-2 NS5 capping	AID2073	NOD1 NF-kB reporter	others
Cc1cc(/C=C2/NC(=O)N(Cc3ccccc3F)C2=O)c(C)n1C(C)C	-1.0%	i	5%	5.1%	13%	1.3%	-12%	4%	-55%
CO/N=C/c1c(-c2ccccc2)nn(C)c1Cl	-0.4%	i	8%	-1.9%	9%	-1.5%	-9%	-1%	-25%
CCCC(O)(c1ccc(OC)cc1)C(CN1CCOCC1)c1ccccc1 (configuration not stated)	-0.9%	i	4%	-0.9%	18%	3.4%	-3%	3%	-20%
COc1cccc2cc(C(=O)Nc3ccc(F)cc3)c(=Nc3ccc(C(=O)O)cc3)oc12	1.8%	i	0%	-0.7%	3%	15%	3%	-12%	-25%
COc1cccc(C(=O)NNC(=O)c2cccnc2)c1	-0.4%	x	7%	-2.2%	-13%	-1.8%	-5%	10%	2%
Cc1cnccc1CN(C)Cc1nc(Cc2ccccc2Cl)no1	-0.7%	i	30%	x	0%	0.3%	1%	15%	30%
C/C(=N\O)c1ccccc1C(=O)O	0.1%	i	0%	3.0%	-3%	1.7%	2%	-1%	-25%
CC(=O)Nc1ccc(CN2CCCN(C)CC2)cc1	-0.6%	x	-1%	2.1%	-16%	0.8%	x	-5%	-30%
CCN1CCN(Cc2nc3c(c(=O)n(C)c(=O)n3C)n2CC(=O)c2ccccc2)CC1	0.2%	i	9%	-4.3%	-9%	2.1%	-4%	-1%	-10%
CSc1ncccc1C(=O)OCc1ccc(COC(=O)c2cccnc2SC)cc1	1.5%	i	0%	x	-16%	-2.6%	x	7%	-24%
CN(C)CC(C)(C)CNC(=S)Nc1cc(S(=O)(=O)N2CCOCC2)ccc1Cl	-1.0%	i	6%	-5.3%	9%	-0.5%	1%	-6%	-30%
O=C(CSc1nnc(CNC(=O)c2cccs2)o1)NCC1CCCO1 (configuration not stated)	0.2%	i	12%	-5.8%	10%	0.1%	-15%	7%	-18%
COc1ccc(C2(C)NC(=O)N(CC(=O)NCc3ccccc3F)C2=O)cc1 (configuration not stated)	-0.6%	x	-9%	0.8%	-16%	0.6%	1%	u	5%
COCCCNC(=O)c1ccc2c(c1)nc(C)n2-c1cccc(C)c1	-0.7%	x	4%	-4.5%	8%	0.9%	3%	4%	-15%
COc1ccc(NC(=O)CN(C)C(=O)c2oc3ccccc3c2C)cc1	-0.4%	i	22%	-5.5%	-26%	-1.6%	-6%	2%	-24%
O=C(Nc1ccccc1C(=O)N/N=C/c1ccco1)c1ccccc1	0.1%	i	7%	9.5%	-27%	-0.9%	-5%	3%	-30%
CSc1cccc(NS(=O)(=O)c2ccc(F)cc2)c1	-0.2%	i	3%	-1.0%	-6%	-1.5%	4%	1%	-2%
CNC(=O)c1cc(C(=O)c2ccc(C(F)(F)F)cc2F)c[nH]1	-0.1%	i	-9%	-4.6%	13%	1.0%	2%	7%	-14%
Cc1ccc(-c2cn(-c3ccccc3)c(=S)[nH]2)cc1C	-0.4%	x	-72%	5.0%	31%	-2.5%	-9%	-36%	23%*
O=C(O)c1cc(Cl)ccc1-c1ccc(/C=C/c2cc(C(F)(F)F)[nH]c(=O)n2)o1	1.1%	i	18%	x	19%[20 µM]	148%	u	18%	-16%
Cc1ccc(NC(=O)CSc2nnc(-c3ccc(S(=O)(=O)N4CCCC4)cc3)o2)cc1C	0.1%	i	0%	-2.8%	-12%	1.6%	-3%	-1%	-8%
COc1ccc(-c2nc(C(F)(F)F)c(OC)o2)cc1OC	-1.3%	i	12%	-2.1%	-32%	-1.4%	4%	-13%	-17%
O=C(OCn1ncc(Cl)c(Cl)c1=O)c1ccc(C(F)(F)F)cc1	-2.1%	i	8%	0.9%	-38%	0.4%	-33%	-8%	41%
O=C(NCCCC(=O)N1CCCCC1)c1ccc(Cl)cc1	-0.8%	x	0%	1.0%	-7%	-0.4%	-2%	-2%	-24%
CCOC(=O)c1c(-c2cccs2)csc1NC(C)=O	0.5%	i	-2%	-3.4%	-5%	-2.2%	4%	4%	-11%
COc1ccc(N(CC(=O)N/N=C/c2cccnc2)S(=O)(=O)c2ccccc2)c(OC)c1	-0.8%	x	8%	1.3%	8%	1.6%	-7%	2%	-12%
O=C(CSc1nc2ccccc2n1S(=O)(=O)c1cccc([N+](=O)[O-])c1)NCc1cccs1	-0.6%	i	13%	-5.4%	6%	-0.5%	-5%	14%	-23%
COc1ccc(C/C(N)=N/OC(=O)Cc2ccc(OC)c(OC)c2)cc1	-0.3%	i	5%	12%	-18%	-0.1%	-8%	-8%	9%
COc1ccc(/C(N)=N/OC(=O)c2ccc(OC)c([N+](=O)[O-])c2)cc1OC	-0.9%	i	11%	0.4%	-17%	-0.3%	-4%	8%	6%
CCC(C(=O)OC)(C(=O)OC)c1ccc([N+](=O)[O-])cc1	0.5%	i	10%	1.9%	-16%	0.1%	-5%	-13%	-16%
CCC(=O)c1c[nH]c(C(=O)N2CCOCC2)c1	-0.6%	x	-12%	-1.2%	-13%	2.9%	-1%	0%	-10%
Cc1c(C(=O)O)c(C(=O)O)nc2ccc(N3CCOCC3)cc12	0.5%	i	1%	0.5%	-6%	26%	x	29%	-27%
COC(=O)c1scc(S(=O)(=O)c2ccccc2)c1N	-0.5%	i	0%	-1.5%	-18%	-0.3%	-6%	3%	-9%

Assay outcomes as filed in PubChem.
